Assay outcomes as filed in PubChem BioAssay.
BAZ2B inh = qHTS Assay for Inhibitors of BAZ2B. Bromodomain adjacent to zinc finger domain protein 2B (Homo sapiens), Q9UIF8. AlphaScreen BAZ2B-H3K14Ac peptide displacement. Potency, µM (top dose mostly 114 µM), for inactives: top-dose activity change, negative = inhibition, actives largely listed as inhibitors. 4.4% of 360,000 active. AID 504333, 2011; also: % is scaled to controls: 0 for no effect and ±100 for the full control effect; nearly all actives have a fitted effect of over 60% in size
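In this displacement format the biotinylated H3(5-23) peptide acetylated at Lys14 serves as ligand at 50 nM, with BAZ2B at 50 nM in PBS pH 7.4 containing 0.01% Tween-20. Donor and acceptor beads are 10 ug/mL final.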
Tb PGK inh = qHTS Assay to Find Inhibitors of Phosphoglycerate Kinase. Potency, µM (series often up to 57.5 µM), for the others: at the highest dose activity change, negative = inhibition, actives largely listed as inhibitors. Phosphoglycerate kinase, glycosomal (Trypanosoma brucei brucei), P07378. PGK/GAPDH coupled, Kinase-Glo luminescence, 60 min. 0.043% of 380,000 active. AID 602233, 2012; also: % is scaled to controls: 0 for no effect and ±100 for the full control effect; nearly all actives have a fitted effect of over 60% in size
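Recombinant glycosomal PGK reaction used 1,3-bisphosphoglycerate generated in-well by GAPDH (100nM final) in 100mM TEA pH 7.6, 5mM MgCl2, 0.01% Tween-20. After 60 minutes at room temperature, ATP was read by Kinase-Glo Plus luminescence end-point.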
Pin1 inhibitor = qHTS Assay to Find Inhibitors of Pin1 | Peptidyl-prolyl cis-trans isomerase NIMA-interacting 1 (Homo sapiens), Q13526 | Pin1 FP peptide displacement, HiFluor488, 10 min | Potency, µM (highest dose often 115 µM), for the others: at the highest dose activity, negative = inhibition, usual class: inhibitors | 0.009% of 390,000 active; active = well fitted inhibition curve with a large enough effect in the polarisation, with a control signal flat, not every such curve was filed as active; inconclusive = small, poorly fitted or top-dose-only effect, or effect the other way, or a change in a side signal; inactive = no such curve, though single readings can be large or run the other way; the % refers to the polarisation; also: % is scaled to controls: 0 for no effect and ±100 for the full control effect
Target sequence (Q13526 whole entry, looked up): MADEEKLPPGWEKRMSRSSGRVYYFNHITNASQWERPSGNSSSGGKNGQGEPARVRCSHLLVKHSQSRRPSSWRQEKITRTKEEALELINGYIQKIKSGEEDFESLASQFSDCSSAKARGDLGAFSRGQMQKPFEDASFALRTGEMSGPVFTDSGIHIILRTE
G9a block = qHTS Assay for Inhibitors of Histone Lysine Methyltransferase G9a. Histone-lysine N-methyltransferase EHMT2 (Homo sapiens), Q96KQ7. 8.8% of 350,000 active. G9a H3K9 monomethylation, AlphaScreen, 2 h. Potency, µM (series often up to 102 µM), for inactives: at the top dose activity, negative = inhibition, usual class: inhibitors; also: % is scaled to controls: 0 for no effect and ±100 for the full control effect; nearly all actives have a fitted effect of over 75% in size
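Methyltransferase reactions run at room temperature for 2 h (20 nM enzyme, 500 nM biotin-H3K9 peptide, 20 uM SAM) after a 15 min compound preincubation; product detected by AlphaScreen beads and anti-H3K9me1 antibody.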
HP1b binding inh = HTS for Inhibitors of HP1-beta Chromodomain Interactions with Methylated Histone Tails; Chromobox protein homolog 1 (Homo sapiens), P83916; AlphaScreen HP1-beta / biotin-H3K9me3 peptide binding; 0.56% of 390,000 active; AID 540317, 2011; Potency, µM (titrated, usually from 114 µM), for the others: top-dose activity change, negative = inhibition, hits mostly inhibitors; also: nearly all actives have a fitted effect of over 70% in size; inactives centre near 23
Target sequence (P83916 whole entry, looked up): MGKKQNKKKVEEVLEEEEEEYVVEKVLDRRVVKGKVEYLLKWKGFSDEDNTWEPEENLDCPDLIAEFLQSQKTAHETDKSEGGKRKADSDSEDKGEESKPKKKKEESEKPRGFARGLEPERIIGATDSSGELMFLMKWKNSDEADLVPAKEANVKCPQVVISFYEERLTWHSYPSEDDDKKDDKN
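Compound inhibition of the preformed complex between 50 nM HP1-beta and 50 nM biotinylated H3K9me3 peptide was read by AlphaScreen. Buffer was PBS pH 7.4 with 0.01% Tween-20. Incubations ran 30 min at room temperature, with 10 ug/mL donor/acceptor beads.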
BLM inh = qHTS Assay for Inhibitors of Bloom's syndrome helicase (BLM); RecQ-like DNA helicase BLM (Homo sapiens), P54132; recombinant BLM DNA unwinding, fluorescence dequenching; Potency, µM (top dose mostly 56.1 µM), for the others: at the top dose activity change, negative = inhibition, actives largely listed as inhibitors; 0.2% of 350,000 active; AID 2528, 2010;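 also: plate controls were vehicle for no effect and no enzyme for full effect; nearly all actives have a fitted effect of over 35% in size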
GLS inhibitor = qHTS for Inhibitors of Glutaminase (GLS) | Glutaminase kidney isoform, mitochondrial (Homo sapiens), O94925 | Potency, µM (titrated, usually from 45.5 µM), inactives show top-dose activity change, negative = inhibition, actives largely listed as inhibitors | AID 624170, 2012 | 0.21% of 410,000 active | GLS enzymatic activity, qHTS titration; also: % is scaled to controls: 0 for no effect and ±100 for the full control effect
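hKGA; 45 mM KH2PO4 pH 8.2 + 0.02% Tween-20; cpd via pin tool; 1 mM Gln soln; GluOx/HRP/Amplex Red; RT 30 min; fluor. t0 & final.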
JMJD2A Tudor inh = qHTS Assay for Inhibitors of JMJD2A-Tudor Domain | Lysine-specific demethylase 4A (Homo sapiens), O75164 | AlphaScreen JMJD2A-Tudor / H3K4me3 peptide binding | Potency, µM (highest dose often 114 µM), for inactives: at the top dose activity change, negative = inhibition, hits mostly inhibitors | 4.4% of 390,000 active; also: % is scaled to controls: 0 for no effect and ±100 for the full control effect; nearly all actives have a fitted effect of over 50% in size
POLI inh = qHTS for Inhibitors of Polymerase Iota; DNA polymerase iota (Homo sapiens), Q9UNA4; Pol iota fluorescent replication assay, 10 min; Potency, µM (titrated, usually from 115 µM), for inactives: at the top dose activity, negative = inhibition, most hits filed as inhibitors; 1% of 390,000 active; AID 588590, 2011
Target sequence (Q9UNA4 whole entry, looked up): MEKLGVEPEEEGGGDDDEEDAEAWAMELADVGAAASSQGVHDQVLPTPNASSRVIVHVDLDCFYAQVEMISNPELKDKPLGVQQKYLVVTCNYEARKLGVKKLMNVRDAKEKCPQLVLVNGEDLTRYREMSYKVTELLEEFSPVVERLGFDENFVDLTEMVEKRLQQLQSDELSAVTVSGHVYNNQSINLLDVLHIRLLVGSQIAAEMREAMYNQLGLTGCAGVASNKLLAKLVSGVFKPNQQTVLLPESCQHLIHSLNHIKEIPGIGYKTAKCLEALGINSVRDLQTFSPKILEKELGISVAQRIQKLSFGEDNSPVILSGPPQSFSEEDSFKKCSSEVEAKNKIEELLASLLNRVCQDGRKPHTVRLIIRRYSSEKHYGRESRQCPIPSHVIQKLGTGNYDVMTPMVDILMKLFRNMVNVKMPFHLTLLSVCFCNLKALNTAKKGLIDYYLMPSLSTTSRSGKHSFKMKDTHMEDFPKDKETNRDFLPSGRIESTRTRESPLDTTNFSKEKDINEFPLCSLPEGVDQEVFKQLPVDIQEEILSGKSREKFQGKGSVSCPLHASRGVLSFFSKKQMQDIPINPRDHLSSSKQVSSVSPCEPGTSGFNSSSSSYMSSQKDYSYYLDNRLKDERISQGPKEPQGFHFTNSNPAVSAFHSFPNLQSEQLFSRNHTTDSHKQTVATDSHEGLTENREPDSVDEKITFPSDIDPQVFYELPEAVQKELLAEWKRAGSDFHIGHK
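Pol iota at 10 nM preincubated 15 min with compounds at room temperature; reaction started with fluorescent substrate, 50 nM final. Fluorescence read kinetically at 0 and 10 min; buffer-only wells as negative control.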
* hit, by the source's call; i = inactive; ? = inconclusive; nt = no result given; & = joins results of further samples; [ ] = remark or other dose. Unless noted, calls follow the shape of the dose curve; as a rule, active = well fitted curve in the direction sought with a large enough effect; inconclusive = small, poorly fitted or top-dose-only effect, or another doubt; inactive = no such curve, though single readings can be large; an effect the other way counts as inactive or inconclusive. Potency is read from the fitted curve at half-maximal effect.

entry	Molecule	Pin1 inhibitor	G9a block	Tb PGK inh	BAZ2B inh	GLS inhibitor	POLI inh	HP1b binding inh	BLM inh	JMJD2A Tudor inh
1	Cc1ccc(-c2cnn3c(N4CCOCC4)cc(C)nc23)cc1	3%	33%	nt	15%	3%	-11%	58%[activator]	-1%	17%
2	COc1ccc(C(=O)Nc2nc(C)c(C)s2)cc1OC	1%	?	i	?	14%	7%	-8%	2%	-27%
3	CCCCOC(=O)Nc1nc2ccccc2s1	-4%	58%[activator][12.7 µM]	-7%	-1%	-1%	20%	32%	-1%	5%
4	CCOC(=O)/C(=C\c1ccccc1)C(=O)c1cc(C(C)=O)c(Nc2ccccc2)s1	55%[activator]	?	nt	-7%	-5%	?	14%	-9%	-12%
5	COc1ccccc1-c1noc(CCCC(=O)NC2CCCC2)n1	-11%	-3%	5%	6%	-6%	18%	0%	-1%	-6%
6	COC(=O)c1cc(CNC(=O)c2ccc(S(=O)(=O)N(C)c3ccccc3)cc2)ccc1OC	7%	20%[2.33 µM]	i	2%	-1%	11%	9%	nt	-23%
7	O=[N+]([O-])c1ccc(Oc2cccnc2)c([N+](=O)[O-])c1	1%	nt	-3%	nt	1%	?	25%	nt	-10%
8	COc1ccccc1N1CCN(S(=O)(=O)c2ccccc2F)CC1	-2%	-15%[12.7 µM]	i	7%	3%	?	13%	-16%	-2%
9	COc1ccc(CNc2nc3c(c(=O)n(Cc4ccc(Br)cc4)c(=O)n3C)n2C)cc1	0%	?	-7%	?	-13%	45%[activator]	?	-12%	?
10	CC(C)[C@H](NC(=O)C1CC(=O)N(c2ccc(F)cc2)C1)C(=O)N1CCCCC1 (some centres not stated)	7%	47%[activator]	8%	3%	?	-18%	13%	0%	?
11	Cc1ccc(Cn2c(SCC(=O)NCC3CCCO3)nc3ccsc3c2=O)cc1 (configuration not stated)	-5%	3%	-6%	8%	-4%	2%	1%	1%	-12%
12	Clc1ccc(-c2c[n+](Cc3ccc(Br)cc3)c3n2CCCCC3)cc1	-1%	-17%	-4%	-3%	-18%	-12%	23%	24%	-11%
13	CN(CC(=O)Nc1ccccc1Cl)C1CCCCC1	-4%	29%	0%	16%	-3%	62%[activator]	34%	-5%	20%
14	COCCn1ccc2c(OCC(=O)NCc3ccc(C)cc3)cccc2c1=O	0%	11%[0.501 µM]	-3%	11%	3%	31%[activator]	13%	nt	-20%
15	CCc1ccccc1N(C(=O)c1snc(C(N)=O)c1N)C(C(=O)NCC1CCCO1)c1ccc(N(C)C)cc1 (configuration not stated)	3%	8%	5%	-38%	4%	83%[activator]	7%	-1%	-1%
16	COc1ccc(OC)c(S(=O)(=O)N2CCN(c3ccccn3)CC2)c1	0%	-19%[0.0925 µM]	7%[11.5 µM]	10%	1%	-9%	32%[activator]	-9%	-14%
17	COc1ccc(S(=O)(=O)N2CCC(C(N)=O)(N3CCCCC3)CC2)cc1	0%	10%	1%	13%	13%	?	44%[activator]	-2%	-13%
18	COc1ccccc1CCC(=O)OCC(=O)Nc1cc(S(=O)(=O)N2CCOCC2)ccc1C	-3%	-19%[59 µM]	-2%	-12%	-11%	-14%	18%	nt	-5%
19	Cc1cc(C(=O)COC(=O)CNC(=O)c2ccco2)c(C)n1Cc1ccco1	-10%	?	-8%	?	2%	?	-13%	-17%	-32%
20	CC(C)(CNC(=O)c1ccc(NS(=O)(=O)c2ccc(Br)cc2)cc1)N1CCOCC1	-2%	7%	-4%	8%	-4%	9%	33%	nt	-8%
21	CCOC(=O)c1c(C)oc2nc(C)nc(NCc3ccccc3OC)c12	4%	-10%[59 µM]	i	-11%[57.1 µM]	-2%	30%	7%	-3%	-13%
22	CC(C)(C)c1ccc(C(=O)NNc2ncnc3c2cnn3-c2ccccc2)cc1	-4%	10%[59 µM]	4%	1%	-8%	14%	29%	-4%	-26%
23	O=C(NCc1ccccc1)C1CCN(S(=O)(=O)N2CCCCCC2)CC1	1%	23%[59 µM]	8%	0%	1%	5%	32%[activator]	1%	-9%
24	Cc1ccc(CNc2nc3ccccc3n3c(C)nnc23)cc1	0%	1%[59 µM]	i	1%	-13%	-5%	15%	-1%	-15%

Three structures from above, arranged by molecular weight, highest first:
entry	Molecule	Pin1 inhibitor	G9a block	Tb PGK inh	BAZ2B inh	GLS inhibitor	POLI inh	HP1b binding inh	BLM inh	JMJD2A Tudor inh
20	CC(C)(CNC(=O)c1ccc(NS(=O)(=O)c2ccc(Br)cc2)cc1)N1CCOCC1	-2%	7%	-4%	8%	-4%	9%	33%	nt	-8%
22	CC(C)(C)c1ccc(C(=O)NNc2ncnc3c2cnn3-c2ccccc2)cc1	-4%	10%[59 µM]	4%	1%	-8%	14%	29%	-4%	-26%
19	Cc1cc(C(=O)COC(=O)CNC(=O)c2ccco2)c(C)n1Cc1ccco1	-10%	?	-8%	?	2%	?	-13%	-17%	-32%

(next part)
entry	Molecule	Pin1 inhibitor	G9a block	Tb PGK inh	BAZ2B inh	GLS inhibitor	POLI inh	HP1b binding inh	BLM inh	JMJD2A Tudor inh
25	O=C1CC(C(=O)Nc2ccccc2)C2(CCCC2)O1 (configuration not stated)	3%	19%[12.7 µM]	-2%	0%	0%	17%	30%	2%	-8%[57.1 µM]
26	COC(=O)c1c(C)[nH]c(C(=O)/C=C/c2ccccc2)c1C	13%	8%[59 µM]	-7%	-4%	-7%	5%	18%	2%	3%
27	CCNC(=S)N(Cc1cccs1)Cc1cc2cc(OCC)ccc2[nH]c1=O	2%	22%[59 µM]	8%	4%	7%	14%	12%	-10%	-20%
28	C=C(Cl)COc1ccc2c(C)cc(=O)oc2c1	-6%	-2%[59 µM]	nt	4%	8%	24%	43%[activator]	-11%	-9%
29	COc1c(O[C@@H]2O[C@H](CO)[C@@H](O)[C@H](O)[C@H]2O)cc2c(c1OC)-c1ccc(SC)c(=O)cc1C(NC(C)=O)CC2 (some centres not stated)	-3%	?	-1%	36%[activator]	-9%	40%[activator]	53%[activator]	nt	-4%
30	Cn1nnnc1Sc1ncnc2scc(-c3ccccc3Br)c12	3%&-7%	5%[0.501 µM]	-5%	?	6%	-26%	20%	nt	-19%&-15%
31	CC(CNc1nc2ccccc2c2nc(-c3ccccc3)nn12)c1ccccc1 (configuration not stated)	4%	-24%[59 µM]	14%	3%	-16%	-24%	36%	-4%	5%
32	COc1ccc(CN(Cc2ccccc2)C(=O)c2ccncc2)cc1COc1ccc(NC(C)=O)cc1	-8%	nt	nt	nt	nt	-6%	6%	nt	?
33	COc1ccc(N2C(=O)c3ccccc3NC23C(=O)N(C)c2ccccc23)cc1 (configuration not stated)	4%	?	-2%	-1%	-8%	-10%	17%	1%	-7%
34	CCCCN(C(=O)CN1C(=O)C2CCCCC2C1=O)c1c(N)n(CCCC)c(=O)[nH]c1=O (configuration not stated)	-8%	-31%	3%	12%	14%	24%	19%	nt	-7%
35	COc1cc(CNCCO)cc(Cl)c1OCc1ccc(Cl)cc1Cl	5%	-40%[59 µM]	-8%	?	-8%	24%	20%	?	?
36	COC(=O)C1CN(C(=O)COc2ccccc2C)c2ccccc2O1 (configuration not stated)	6%	4%[0.501 µM]	-8%	0%	2%	14%	27%	-5%	12%
37	Cc1nn(C)c(C)c1S(=O)(=O)NCCc1ccc(Cl)cc1	8%	23%	-6%	3%	-2%	7%	47%[activator]	-1%	3%
38	Cc1ccc(N2C(=O)CC2(C#N)c2ccc(OCc3ccccc3)cc2)cc1 (configuration not stated)	23%	33%[59 µM]	-6%	-3%	6%	18%	27%	-9%	-20%
39	CCC(C)(C)n1nnnc1CN(Cc1cc2cc(OC)ccc2[nH]c1=O)C1CCCC1	?	-5%	-4%	-2%	-8%	40%[activator]	7%	2%	-33%
40	C=Cc1ccc(N=Cc2c(O)ccc3ccccc23)cc1	?	1.6µM*	-10%	6%	-3%	?	59%[activator]	-6%	?
41	Cc1c(C(=O)Nc2ccc3c(c2)OCO3)oc2ccccc12	1%	-9%	-4%	-3%	3%	17%	29%	-11%	-13%
42	O=C(O)c1ccc2c(c1)C(=O)/C(=C/c1ccccc1)C2=O	nt	13µM*	-23%	50µM*	7.1µM*	?	45µM*	53%[activator]	?
43	CCn1c(SCC(=O)Nc2ccc(NC(=O)c3ccco3)cc2)nnc1-c1cccs1	0%	nt	-7%	nt	6%	-13%	27%	nt	-11%
44	NC(=O)c1ccc(C(F)(F)F)n(Cc2ccc(F)c(F)c2)c1=O	0%	14%	-8%	5%	-8%	-2%	-2%	-6%	-9%[57.1 µM]
45	COc1cc(NC(=S)NCCc2ccccc2)c(OC)cc1NC(=O)C(C)C	3%	10%[12.7 µM]	-1%	-32%	20%	29%	17%	-8%	?
46	COc1ccc2c(c1)c(CC(=O)OCC(=O)N(C)C)c(C)n2C(=O)c1ccc(Cl)cc1	-1%	-12%	-8%	-12%	-4%	30%	-18%	-5%	-32%
47	COc1ccccc1NC(=O)NC1(C(=O)N2CCN(C)CC2)CCCCC1	8%	-5%	-2%	2%	-2%	14%	20%	2%	1%
48	Cc1nnc2c3ccccc3nc(Nc3cccc(O)c3)n12	-1%	-36%[59 µM]	9%	-14%	13%	29%	21%	1%	0%
49	CCOc1ccc2cc(-c3nnc(Nc4ccc(C)cc4)s3)c(=O)oc2c1	?	-40%[59 µM]	-10%	-26%	-2%	61%[activator]	32%	-9%	-11%
50	O=C(Oc1ccc(Br)cc1C(=S)N1CCOCC1)c1ccc(F)cc1	-3%	nt	0%	?	10%	-5%	-36%	-4%	-36%
51	O=C(CN1C(=O)c2cccc3cccc1c23)Nc1ccccc1	12%	-1%	?	12%	-1%	120%[activator]	31%	1%	-4%

Only part of the results is shown; the hit share may differ from the screen's.
